TrxR1 substrate = substrates of rat thioredoxin reductase 1 | O89049 | purified TrxR1 substrate turnover, NADPH consumption readout | Potency, µM (top dose mostly 114 µM), for inactives: top-dose activity change, negative = substrate turnover | 0.01% of 390,000 active | AID 588456; also: potency is read from the fitted curve at half-maximal effect; % is scaled to controls: 0 for no effect and ±100 for the full control effect; nearly all actives have a fitted effect of over 50% in size
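Rat TrxR1, dispensed at 90 nM, was prereduced with 400 uM NADPH (final) for 5 min at ~22 deg C, then incubated with compound 15 min before 400 uM selenite. A first-read NADPH fluorescence drop versus no-compound background flagged substrates.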
TRHR PAM = allosteric enhancers of human TRH receptor; AID 493056; TRHR cells, fluo-8 calcium fluorescence, EC20 TRH enhancement; 0.66% of 360,000 active; enhancement, % at 2 µM; P34981; in the data active = enhancement above about 30%; also: 0% is about no effect
Target sequence (P34981 whole entry, looked up): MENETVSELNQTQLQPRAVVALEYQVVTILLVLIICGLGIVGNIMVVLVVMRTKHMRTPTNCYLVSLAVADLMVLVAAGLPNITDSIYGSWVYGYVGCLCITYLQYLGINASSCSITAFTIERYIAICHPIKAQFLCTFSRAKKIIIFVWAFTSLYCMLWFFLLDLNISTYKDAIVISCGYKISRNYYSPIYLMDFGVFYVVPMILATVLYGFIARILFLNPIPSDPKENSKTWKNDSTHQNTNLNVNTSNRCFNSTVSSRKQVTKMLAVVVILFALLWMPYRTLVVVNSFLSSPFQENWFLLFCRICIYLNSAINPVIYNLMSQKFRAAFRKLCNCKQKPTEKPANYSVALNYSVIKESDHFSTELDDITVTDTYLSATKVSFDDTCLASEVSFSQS
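Enhancer read-out: after compound pinning and an initial kinetic agonist-mode read, an EC20 of TRH (10 nM final) was injected and fluo-8 calcium signal (Ex 480/Em 530) followed at 1 s/cycle for 100 cycles in TRHR-expressing cells.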
mIDH1 inhibitor = human IDH1 R132H inhibition; O75874; IDH1-R132H enzyme, NADPH consumption, diaphorase/resazurin fluorescence; Potency, µM (series often up to 76.6 µM), for the others: top-dose activity change, negative = inhibition, usual class: inhibitors; 0.093% of 390,000 active; also: potency is read from the fitted curve at half-maximal effect; % is scaled to controls: 0 for no effect and ±100 for the full control effect; nearly all actives have a fitted effect of over 65% in size
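IDH1-R132H (0.5 ug/mL) preincubated 30 min with compound, then NADPH (0.016 mM) and alpha-KG (2 mM) added; 80 min at RT, pH 7.5. Remaining NADPH coupled via diaphorase/resazurin to fluorescence (540/590 nm); concentration-response curves normalized to no-enzyme control.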
TRHR agonist = activates the human TRH receptor; 0.18% of 360,000 active; TRHR cells, calcium flux fluo-8, FDSS agonist mode; P34981; activation, % at 2 µM; in the data active = activation above about 30%; also: 0% is about no effect
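Fluo-8-loaded TRHR cells; 10 s baseline, compound added, kinetic Ca2+ fluorescence read 1/s, agonist mode.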
D2 agonist = activates the human D2 dopamine receptor. HEK293 T-REx D2 cells, calcium flux agonist mode. activation, % at 2 µM. 0.53% of 340,000 active. AID 485358;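 active = activation over 3 SD above normal in the single-dose calcium agonist read, cut at about 30% in these data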; also: 0% is about no effect
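In this primary screen, compounds producing a positive calcium signal within 180 s of addition to tetracycline-induced, force-coupled HEK293 Trex D2 cells are flagged; cells are dye-loaded with a no-wash calcium kit beforehand.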
rTrxR1 inhibitor = blocks rat thioredoxin reductase 1 | O89049 | recombinant rTrxR1, NADPH fluorescence consumption, selenite substrate | Potency, µM (titrated, usually from 114 µM), for the others: at the highest dose activity change, negative = inhibition, hits mostly inhibitors | 1% of 390,000 active; also: potency is read from the fitted curve at half-maximal effect; % is scaled to controls: 0 for no effect and ±100 for the full control effect; nearly all actives have a fitted effect of over 65% in size
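Rat TrxR1 (90 nM in the dispensed reagent) was pre-reduced with 400 uM NADPH for 5 min at room temperature, then incubated with compound for 15 min. After 400 uM selenite was added, NADPH fluorescence (Ex 340/Em 450 nm) was followed for 8 min.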
D2 antag = D2 dopamine receptor (human) antagonism. inhibition, % at 10 µM. P14416. 2% of 340,000 active. HEK293 TREx D2 cells, calcium flux, dopamine EC80; in the data active = inhibition above about 30%; also: 0% is about no effect
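Overnight-induced (tetracycline, 30 C) HEK293 T-REx cells carrying force-coupled D2 receive a no-wash calcium dye, then compound, then EC80 dopamine at 180 s; signals are read kinetically throughout.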
PI4K2A block = blocks human PI4K2A kinase activity; activity change, negative = inhibition, % at 76.9 µM; purified PI4K2A, ADP-Glo luminescence, 1 h; active compounds read low; 0.13% of 420,000 active; AID 1346378; Q9BTU6; in the data active = activity change below about -50%; inconclusive = mostly about -30% to -49%;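 also: -100% = wells without enzyme as full effect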
Target sequence (Q9BTU6 whole entry, looked up): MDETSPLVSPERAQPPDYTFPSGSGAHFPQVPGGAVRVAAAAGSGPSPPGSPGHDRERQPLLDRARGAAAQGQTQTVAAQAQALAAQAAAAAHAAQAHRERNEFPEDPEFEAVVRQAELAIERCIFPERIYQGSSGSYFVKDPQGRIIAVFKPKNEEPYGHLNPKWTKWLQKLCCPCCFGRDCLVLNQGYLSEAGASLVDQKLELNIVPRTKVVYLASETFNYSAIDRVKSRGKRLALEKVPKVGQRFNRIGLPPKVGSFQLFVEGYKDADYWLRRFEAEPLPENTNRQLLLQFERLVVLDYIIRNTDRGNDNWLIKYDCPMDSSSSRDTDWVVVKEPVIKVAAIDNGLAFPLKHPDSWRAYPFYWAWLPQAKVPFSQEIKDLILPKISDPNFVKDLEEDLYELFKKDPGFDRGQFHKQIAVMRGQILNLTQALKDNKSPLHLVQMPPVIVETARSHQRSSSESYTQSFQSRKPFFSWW
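ADP-Glo luminescence measured ADP generated by PI4K2A enzyme (4 ug/mL before mixing) with 1.2 mM PI substrate (pre-mix) and 300 microM ATP (pre-mix). Tris pH7.5 buffer with MgCl2, Triton X-100; 1 h reaction at ambient temperature.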
USP1 inh = USP1/UAF1 (human) deubiquitinase inhibition | O94782 | recombinant USP1/UAF1, Ub-Rhodamine cleavage fluorescence | Potency, µM (titrated, usually from 57.1 µM), for the others: top-dose activity change, negative = inhibition, most hits filed as inhibitors | 0.23% of 390,000 active | AID 743255; also: potency is read from the fitted curve at half-maximal effect; % is scaled to controls: 0 for no effect and ±100 for the full control effect; nearly all actives have a fitted effect of over 60% in size; inactives centre near -12
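Step one: compound is pinned into 1nM USP1/UAF1 in HEPES pH 7.8 buffer with TCEP. Step two: 15 min room-temperature incubation. Step three: Ub-Rho (150nM final) starts cleavage, tracked by fluorescence over six one-minute reads.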
An asterisk follows results filed as active; [ ] = dose if it differs, or a comment. Unless noted, calls follow the shape of the dose curve; as a rule, active = well fitted inhibition curve with a large enough effect; inconclusive = small, poorly fitted or top-dose-only effect; inactive = no such curve, though single readings can be large or run the other way.

What do the screens show for `CC1CCCCC1NC(=O)COC(=O)c1ccc(N(C)C)cc1` (stereo not given)?
TrxR1 substrate: -3.2%; TRHR PAM: 3.2; mIDH1 inhibitor: 2.3%; TRHR agonist: -0.4; D2 agonist: 0.8; rTrxR1 inhibitor: 0.1%; D2 antag: -1.1; PI4K2A block: 4.9; USP1 inh: -9.0%

What do the screens show for `CCOC(=O)c1cccc(NS(=O)(=O)c2c(C)[nH]c(C)c2C(=O)N2CCCC2)c1`?
TrxR1 substrate: 6.4%; TRHR PAM: -2.6; mIDH1 inhibitor: 7.6%; TRHR agonist: -0.2; rTrxR1 inhibitor: 19.6%; PI4K2A block: -3.9; USP1 inh: -19.0%

How did CNc1nc(N(C)C)nc(N(C)C)n1 do in these assays?
TrxR1 substrate: -4.6%; TRHR PAM: 5.7; mIDH1 inhibitor: 15.7%; TRHR agonist: 0.3; D2 agonist: 1.2; rTrxR1 inhibitor: 10.9%; D2 antag: 20.0; PI4K2A block: 1.1; USP1 inh: -7.9%

How did O=C(Cn1ncc2c(=O)oc3ccccc3c21)NC1CC1 do in these assays?
TrxR1 substrate: -11.6%; TRHR PAM: 0.2; mIDH1 inhibitor: 0.3%; TRHR agonist: 0.2; D2 agonist: 0.0; rTrxR1 inhibitor: inconclusive; D2 antag: -13.3; PI4K2A block: -1.3; USP1 inh: -2.5%

What do the screens show for `CN(C(=O)c1cc(S(=O)(=O)N2CCOCC2)cs1)c1ccccc1`?
TrxR1 substrate: -7.0%; TRHR PAM: 5.3; mIDH1 inhibitor: 2.1%; TRHR agonist: -0.8; D2 agonist: -0.3; rTrxR1 inhibitor: -5.3%; D2 antag: -6.3; PI4K2A block: 4.2; USP1 inh: -14.7%

How did c1ccc(CCc2cc3ccccc3[nH]2)cc1 do in these assays?
TrxR1 substrate: 7.5%; TRHR PAM: -0.2; mIDH1 inhibitor: 26.1%; TRHR agonist: 0.3; D2 agonist: -0.3; rTrxR1 inhibitor: 29.9%; D2 antag: -1.9; PI4K2A block: -0.2; USP1 inh: -40.1%

Results for CCc1ccc(N(CC)c2ncnc3nc[nH]c23)cc1 ?
TrxR1 substrate: 10.9%; TRHR PAM: -1.6; mIDH1 inhibitor: 14.5%; TRHR agonist: -0.2; D2 agonist: 1.9; rTrxR1 inhibitor: 31.7%; D2 antag: -10.6; PI4K2A block: -15.6; USP1 inh: -15.8%

What do the screens show for `COc1ccc(CN2CCNC(=O)C2CC(=O)N(Cc2nccn2C)C(C)C)c(OC)c1` (stereo not given)?
TrxR1 substrate: 3.3%; TRHR PAM: 1.4; mIDH1 inhibitor: -8.1%; TRHR agonist: -0.3; D2 agonist: -1.9; rTrxR1 inhibitor: 9.2%; D2 antag: 7.1; PI4K2A block: 1.5; USP1 inh: -21.9%

How did COC(=O)C1CCN(C(=O)c2sc3nc(-c4ccc(F)cc4)cn3c2C)CC1 do in these assays?
TrxR1 substrate: 7.3%; TRHR PAM: 3.3; mIDH1 inhibitor: 7.9%; TRHR agonist: -1.7; D2 agonist: -1.0; rTrxR1 inhibitor: 7.8%; D2 antag: -3.5; PI4K2A block: -4.6; USP1 inh: -6.8%

How did Cc1cc(C)n(-c2ccc(C(=O)Nc3nc4ccccc4s3)cc2)n1 do in these assays?
TrxR1 substrate: 57.3%[activator][57.1 µM]; TRHR PAM: -1.8; mIDH1 inhibitor: 8.8%; TRHR agonist: -0.1; D2 agonist: -1.0; rTrxR1 inhibitor: 21.3%[57.1 µM]; D2 antag: 0.9; PI4K2A block: -1.2; USP1 inh: -12.1%

Results for CCOC(=O)c1[nH]c2ccc(C)cc2c1N ?
TrxR1 substrate: 25.1%; TRHR PAM: -2.6; mIDH1 inhibitor: 2.6%; TRHR agonist: 0.0; rTrxR1 inhibitor: 5.3%; PI4K2A block: -4.7; USP1 inh: -19.5%

How did COc1ccc(OCC(=O)NCCCn2ccnc2)cc1 do in these assays?
TrxR1 substrate: 4.0%[57.1 µM]; TRHR PAM: 1.4; mIDH1 inhibitor: 5.6%; TRHR agonist: -0.8; D2 agonist: -0.2; rTrxR1 inhibitor: 18.9%[57.1 µM]; D2 antag: -7.7; PI4K2A block: 0.7; USP1 inh: -10.3%

Results for CC(=O)N(Cc1c(C#N)c2ccccc2n1C)c1ccccc1 ?
TrxR1 substrate: 0.8%[11.4 µM]; TRHR PAM: 4.8; mIDH1 inhibitor: 8.1%; TRHR agonist: 0.1; D2 agonist: 1.3; rTrxR1 inhibitor: 27.1%[11.4 µM]; D2 antag: -13.2; PI4K2A block: 13.2; USP1 inh: -4.3%

How did CCOC(=O)Cn1c(=NC(=O)C2COc3ccccc3O2)sc2cc(S(N)(=O)=O)ccc21 (stereo not given) do in these assays?
TrxR1 substrate: -0.7%; TRHR PAM: -3.1; mIDH1 inhibitor: -0.3%; TRHR agonist: 0.7; D2 agonist: 0.3; rTrxR1 inhibitor: 13.1%; D2 antag: -12.4; PI4K2A block: -2.3; USP1 inh: -17.8%

What do the screens show for `Cc1ccccc1OCCC(=O)OCC(=O)NC1CCS(=O)(=O)C1` (stereo not given)?
TrxR1 substrate: 4.2%; TRHR PAM: 2.8; mIDH1 inhibitor: -0.8%; TRHR agonist: -0.1; D2 agonist: 0.1; rTrxR1 inhibitor: 4.0%; D2 antag: 6.5; PI4K2A block: 0.8; USP1 inh: -21.9%

How did O=C(Nc1ccccc1Cl)N1CCC2(CC1)Oc1ccccc1C(=O)N2Cc1ccc(F)cc1 do in these assays?
TrxR1 substrate: -0.7%; TRHR PAM: -5.0; mIDH1 inhibitor: -17.7%; TRHR agonist: -0.8; D2 agonist: -1.1; rTrxR1 inhibitor: 15.1%; PI4K2A block: -2.1; USP1 inh: -23.7%

What do the screens show for `OC1(CC#CCN2CCCCC2)c2ccccc2-c2ccccc21`?
TrxR1 substrate: 5.0%; TRHR PAM: -2.9; mIDH1 inhibitor: 6.0%; TRHR agonist: 1.0; D2 agonist: 0.2; rTrxR1 inhibitor: 21.4%; D2 antag: 9.0; PI4K2A block: -5.3; USP1 inh: -24.1%

Results for Cc1ccc2cccc(OCC(=O)NCc3ccco3)c2n1 ?
TrxR1 substrate: -4.8%; TRHR PAM: 10.6; mIDH1 inhibitor: 3.3%; TRHR agonist: 0.1; D2 agonist: 0.5; rTrxR1 inhibitor: inconclusive; D2 antag: -1.3; PI4K2A block: -4.4; USP1 inh: -8.4%

What do the screens show for `CCN(CC)CC#CCC(C)(c1ccccc1)c1ccccc1`?
TrxR1 substrate: 3.1%; TRHR PAM: -3.1; mIDH1 inhibitor: 0.2%; TRHR agonist: 0.9; D2 agonist: -0.3; rTrxR1 inhibitor: 19.0%; D2 antag: -2.0; PI4K2A block: 0.9; USP1 inh: -16.6%

How did CCN=c1scc(C)n1/N=C/c1ccsc1 do in these assays?
TrxR1 substrate: -5.4%; TRHR PAM: -2.6; mIDH1 inhibitor: 7.9%; TRHR agonist: 5.1; D2 agonist: -1.1; rTrxR1 inhibitor: -5.1%; D2 antag: 0.3; PI4K2A block: -0.9; USP1 inh: -21.2%

Results for COc1ccc(/C=C(/NC(=O)/C=C/c2ccccc2)C(=O)O)cc1 ?
TrxR1 substrate: 4.4%[57.1 µM]; TRHR PAM: 34.5*; mIDH1 inhibitor: 9.6%; TRHR agonist: 0.2; D2 agonist: 0.5; rTrxR1 inhibitor: 22.7%[57.1 µM]; D2 antag: 4.6; PI4K2A block: 2.5; USP1 inh: -11.5%

How did CC(Oc1ccc(F)cc1)C(=O)Nc1cc(S(=O)(=O)N2CCCCC2)ccc1N1CCOCC1 (stereo not given) do in these assays?
TrxR1 substrate: -4.8%[57.1 µM]; TRHR PAM: 0.8; mIDH1 inhibitor: 0.3%; TRHR agonist: 0.1; D2 agonist: -0.3; rTrxR1 inhibitor: 0.3%[57.1 µM]; D2 antag: 37.3*; PI4K2A block: 1.0; USP1 inh: -6.0%

Results for COc1ccc(CNc2ncnc3ccccc23)cc1 ?
TrxR1 substrate: 3.1%; TRHR PAM: 4.4; mIDH1 inhibitor: -8.4%; TRHR agonist: 0.3; D2 agonist: 1.3; rTrxR1 inhibitor: 15.3%; D2 antag: -8.3; PI4K2A block: 4.4; USP1 inh: -0.1%

Results for CC(=O)N=C1C=CC(=CN(O)C(C)(C)Cc2ccccc2)C=C1 ?
TrxR1 substrate: -9.8%; TRHR PAM: -6.1; mIDH1 inhibitor: -4.8%; TRHR agonist: 0.0; D2 agonist: 0.4; rTrxR1 inhibitor: -10.0%; D2 antag: 0.5; PI4K2A block: 1.2; USP1 inh: -0.9%

Results for CCCc1cc(=O)n2[nH]c(NC(=O)c3ccc(C(C)(C)C)cc3)nc2n1 ?
TrxR1 substrate: -3.8%; TRHR PAM: -2.5; mIDH1 inhibitor: -18.6%; TRHR agonist: 0.6; D2 agonist: -0.9; rTrxR1 inhibitor: -11.4%; PI4K2A block: 3.4; USP1 inh: -5.5%

How did O=C(c1ccc(COc2ccccc2Br)o1)N1CCN(c2ccccn2)CC1 do in these assays?
TrxR1 substrate: 0.6%; TRHR PAM: -2.5; mIDH1 inhibitor: -0.1%; TRHR agonist: -0.5; D2 agonist: -0.4; rTrxR1 inhibitor: -4.2%; D2 antag: 8.5; PI4K2A block: 4.1; USP1 inh: inconclusive

What do the screens show for `COc1ccc(Oc2cn[nH]c2-c2ccc(OCC(=O)NN)cc2O)cc1`?
TrxR1 substrate: -1.6%; TRHR PAM: -1.2; mIDH1 inhibitor: -5.5%; TRHR agonist: 1.1; rTrxR1 inhibitor: 7.3%; PI4K2A block: -7.8; USP1 inh: -24.1%

How did COc1cc(C(=O)OCC(=O)N2CCC(C)CC2)cc2c1OCCO2 do in these assays?
TrxR1 substrate: -2.4%; TRHR PAM: -4.5; mIDH1 inhibitor: 0.6%; TRHR agonist: -0.2; D2 agonist: 0.0; rTrxR1 inhibitor: 20.5%; D2 antag: -10.9; PI4K2A block: 4.0; USP1 inh: -13.9%

Screening results deposited in PubChem BioAssay by National Center for Advancing Translational Sciences (NCATS).
